RBX1-CUL1 inh: human ROC1-CUL1 E3 ligase inhibition. P62877+Q13616. in vitro K48 di-Ub FRET, acceptor:donor ratio, 45 min. inhibition, % at 10 µM. 140,000 tested, 0.6% active; in the data active = inhibition above about 25%
Target sequence (P62877 whole entry, looked up): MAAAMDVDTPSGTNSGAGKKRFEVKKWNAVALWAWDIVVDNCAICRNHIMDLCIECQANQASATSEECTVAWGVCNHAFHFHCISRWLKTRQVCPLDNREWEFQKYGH
Target sequence (Q13616 whole entry, looked up): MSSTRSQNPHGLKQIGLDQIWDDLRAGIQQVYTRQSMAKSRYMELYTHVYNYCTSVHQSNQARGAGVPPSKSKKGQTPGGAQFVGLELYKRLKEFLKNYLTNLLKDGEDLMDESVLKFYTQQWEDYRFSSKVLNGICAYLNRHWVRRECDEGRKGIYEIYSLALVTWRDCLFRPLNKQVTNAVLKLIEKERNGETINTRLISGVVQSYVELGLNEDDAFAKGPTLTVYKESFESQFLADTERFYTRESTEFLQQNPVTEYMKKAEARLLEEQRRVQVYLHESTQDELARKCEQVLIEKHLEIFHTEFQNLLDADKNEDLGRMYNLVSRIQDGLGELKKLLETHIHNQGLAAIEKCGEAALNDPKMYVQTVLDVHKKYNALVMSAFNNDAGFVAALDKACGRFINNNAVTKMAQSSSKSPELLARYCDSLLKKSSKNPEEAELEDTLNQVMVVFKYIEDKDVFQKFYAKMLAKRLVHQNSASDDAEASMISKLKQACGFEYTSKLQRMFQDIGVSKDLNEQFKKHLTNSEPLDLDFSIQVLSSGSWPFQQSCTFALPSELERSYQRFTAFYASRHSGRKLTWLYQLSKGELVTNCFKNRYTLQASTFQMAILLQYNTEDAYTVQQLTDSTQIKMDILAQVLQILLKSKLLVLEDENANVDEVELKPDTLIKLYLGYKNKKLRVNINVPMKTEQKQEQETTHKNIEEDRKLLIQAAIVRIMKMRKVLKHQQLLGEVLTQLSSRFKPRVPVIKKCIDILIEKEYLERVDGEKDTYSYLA
Numbers without * were called inactive. This is a subset. The share of hits here may be higher or lower than overall.

SMILES	RBX1-CUL1 inh
CCCCCn1c(=O)[nH]c2cc(C(=O)N3CCN(c4ccccc4F)CC3)ccc2c1=O	0
Cc1nc2ccc(N=Cc3cc(Br)c(Br)cc3O)cc2[nH]1	-4
Cn1cnnc1SCC(=O)NC1CCCN(CCc2ccccc2)C1 (stereo unspecified)	5
OC(Cc1ccccc1)c1ccc2c(c1)CN(Cc1cn[nH]c1-c1ccccc1)CCO2 (stereo unspecified)	1
COc1cccc(NC(=O)Cn2nc(N3CCN(c4ccccc4)CC3)ccc2=O)c1	1
COc1ccc(-c2nc(SCC(=O)Nc3ccc4c(c3)OCO4)c(-c3ccc(F)cc3)[nH]2)cc1OC	-1
CCOC(=O)c1[nH]c(C)c(CCC(=O)Nc2ccccc2C(=O)OC)c1C	2
COc1ccc(-c2cc(C(F)F)n3ncc(C(=O)Nc4cc(OCC(F)(F)F)cc(OCC(F)(F)F)c4)c3n2)cc1	-7
CC(C)Sc1ccc(CC(N)=O)cc1	5
C=C(C)Cn1c(SC(C)C)nc2c(c1=O)C1(CCCC1)Cc1ccccc1-2	10
CC(=C1C(=O)c2ccccc2C1=O)N1CCN(CCN=CC2C(=O)CC(C)(C)CC2=O)CC1	5
O=c1c(N2CCCC2)c(Cl)cnn1-c1ccccc1	-10
CCc1ccc(NCc2cc3ccc(OC)cc3n(CC(=O)Nc3ccccc3OC)c2=O)cc1	-2
CCCOc1ccc(-n2nnc(C(=O)Nc3ccccc3)c2C)cc1	4
CCn1c(Cc2ccccc2)nnc1SCC(=O)Nc1cc(C)ccc1C	-1
O=C(CSc1nc2sc3c(c2c(=O)n1-c1ccccc1)CCCC3)c1ccc(Br)cc1	-3
O=C(CN1C(=O)CC(c2ccco2)Sc2ccccc21)Nc1ccc(Br)cc1 (stereo unspecified)	-10
CC(=O)Nc1ccc2nc(CN3CC[C@@H](N4CCC(O)CC4)[C@H](O)C3)ccc2c1	2
Cc1ccccc1NC(=O)c1c(C)nc(SCC(=O)c2ccc(O)c(O)c2)c(C#N)c1-c1cccnc1	28*
COc1ccccc1C(=O)n1nc(-c2ccc(Cl)cc2)nc1SC	3
COc1ccc(Nc2nn(-c3ccc(OC(F)(F)F)cc3)nc2C(C)=O)cc1	8
CCOc1ccc(NC(=O)CC2C(=O)N(c3cccc(C)c3)C(=O)N2Cc2ccco2)cc1 (stereo unspecified)	-4
O=S(=O)(c1ccccc1)c1nnn2c1nc(NCc1cccs1)c1sccc12	4
C=CCC(O)(CC=C)C(C)NC(=O)C1CCCN1c1nc(C)c2cc(OC)ccc2n1 (stereo unspecified)	8
O=C(NC(=O)N1CCCCCC1)c1ccccc1	2
O=C(/C=C/c1ccccc1)Nc1ccc(C(=O)OC[C@@H]2CCCN3CCCC[C@H]23)cc1	-16
CCOC(=O)C1CCCN(C(=O)c2cc(-c3ccccc3)on2)C1 (stereo unspecified)	-3
Cc1nn(C(=O)c2cc([N+](=O)[O-])ccc2Cl)c(C)c1[N+](=O)[O-]	-2
O=C(NC(c1ccccc1)C1CCCC1)c1cccc(F)c1 (stereo unspecified)	0
CCCCNc1ccc(-c2nc(-c3ccccc3)no2)cc1[N+](=O)[O-]	-3
CCOC(=O)c1sc(Nc2ccccc2)c(C(=O)OCC)c1C	-5
c1ccc(SCc2nnc3sc(-c4ccccc4)nn23)cc1	1
CC(=O)Nc1ccc(S(=O)(=O)NNC(=O)COc2ccc(C(C)(C)C)cc2)cc1	3
O=C(O)CCN(CCC(=O)O)c1ccc2oc(=O)[nH]c2c1	10
O=C(COC(=O)c1cnccn1)c1ccccc1	-4
CC(=O)Nc1ccc(NC(=O)c2ccc(CN3CCCC3)cc2)cc1	5

Next part (seven carried over from the part before).
SMILES	RBX1-CUL1 inh
CCCCNc1ccc(-c2nc(-c3ccccc3)no2)cc1[N+](=O)[O-]	-3
CCOC(=O)c1sc(Nc2ccccc2)c(C(=O)OCC)c1C	-5
c1ccc(SCc2nnc3sc(-c4ccccc4)nn23)cc1	1
CC(=O)Nc1ccc(S(=O)(=O)NNC(=O)COc2ccc(C(C)(C)C)cc2)cc1	3
O=C(O)CCN(CCC(=O)O)c1ccc2oc(=O)[nH]c2c1	10
O=C(COC(=O)c1cnccn1)c1ccccc1	-4
CC(=O)Nc1ccc(NC(=O)c2ccc(CN3CCCC3)cc2)cc1	5
O=C1CC(c2ccccc2)CC(=NCc2ccc3c(c2)OCO3)C1C(=S)Nc1ccccc1 (stereo unspecified)	4
CCN(Cc1ccccc1)Cc1c(O)ccc2c(=O)c(-c3ccccc3)c(C(F)(F)F)oc12	-8
COc1ccc(-c2cc(C(=O)N/N=C/c3ccc(OC)c(CSCc4ccco4)c3)c3ccccc3n2)cc1	2
CCN(CC)c1ccc(CC2=NC(=O)N(Cc3ccc(C)cc3)C2=O)cc1	-3
Cc1ccc(NC(=O)CSc2nc(-c3ccc(C(C)(C)C)cc3)nc3cc(=O)[nH]n23)cc1C	13
C=CCN1C(=O)/C(=c2\sc3nc(-c4ccc(OC)cc4)nn3c2=O)c2cc(Br)ccc21	-7
Cc1cc(C(=O)Nc2c(C)cccc2C)n(-c2ccccc2)n1	-9
CCC(C)c1ccccc1NC(=O)c1ccco1 (stereo unspecified)	3
COc1cc(NC(=S)NCCSc2ccc(Cl)cc2)c(OC)cc1Cl	6
CCOc1ccc2oc(=O)cc(CN3CCN(C(=O)c4cccc(F)c4)CC3)c2c1	9
CCC(CC)C(=O)Nc1c(C(=O)N2CCN(c3ccccc3F)CC2)oc2ccccc12	-8
Cc1nn2c(-c3ccc(Br)cc3)ccnc2c1-c1ccccc1	-10
CC(C(=O)NCc1cccnc1Oc1ccccc1)N1CCCC1=O (stereo unspecified)	-2
O=C(Nc1cccc(C(=O)N2CCN(c3ccccc3)CC2)c1)c1nsc2ccccc12	-14
O=C(c1ccoc1)N1CCC(C2CCN(Cc3cccc(F)c3F)CC2)C1 (stereo unspecified)	3
O=C(CSc1nc2c(oc3ccccc32)c(=O)n1-c1ccccc1)Nc1ccccc1F	6
O=C(COc1ccc(Cl)cc1)Nc1ccccc1O	-1
COc1cccc(-c2cnc(-c3ccncc3)nc2C2CCN(Cc3c(C)[nH]c4ccccc34)CC2)c1	3
CC1CCCC1OCC(O)CN1CCN(C)CC1 (stereo unspecified)	-1
CC(C)c1ccc(S(=O)(=O)N2CCN(c3ccccc3F)CC2)cc1	1
CC(Nc1ccc(-c2nc(-c3ccncc3)no2)cc1[N+](=O)[O-])c1ccccc1 (stereo unspecified)	-7
C=C(C)CSc1nc2sc3c(c2c(=O)n1Cc1ccccc1)CC(C)(CC)OC3 (stereo unspecified)	-1
CCN1CCN(CC(=O)NC2CCCCC2)CC1	1
Cc1ccc(OC(=O)CCC(=O)N2CCN(C(=O)CCC(=O)Oc3ccc(C)cc3)CC2)cc1	-4
COc1cccc(NC(=O)C(=O)NCCc2csc(-c3ccc(C)cc3)n2)c1	-3
O=C1c2ccc(-c3nc4ccccc4s3)cc2C(=O)N1c1cccc(-c2nc3ccccc3s2)c1	2
CCc1cccc(CC)c1C(=O)c1ccccn1	1
CC(C)CCOc1cccc(NC(=O)c2ccco2)c1	2
Cc1nonc1OCCn1nnnc1N	-5
CCOc1ccccc1NC(=O)c1cn(C2CCCC2)c(=O)c2c1c1ccccc1n2C	-1
CCc1ccc(C2C(C)C(N3CCC(C(=O)NCc4ccccc4)CC3)NS2(=O)=O)cc1 (stereo unspecified)	-6
COc1ccc(OC)c(Nc2ncc(CNC3C=CS(=O)(=O)C3)s2)c1 (stereo unspecified)	1
O=C(Nc1ccc2nc(SCC(=O)N3CCCc4ccccc43)sc2c1)c1cccc(F)c1	-15
COc1ccc(/C=C2/CCCC3=C2OC(=N)C(C#N)C3c2ccc(OC)c(OC)c2OC)c(OC)c1OC (stereo unspecified)	3
CCc1cccc(C)c1NC(=O)Cn1nc(C)c2nn(-c3ccc(Cl)cc3)c(C)c2c1=O	-3
CCc1ccc(-c2nn(CC(=O)Nc3ccccc3)c3c2cnc2ccc(F)cc23)cc1	6
COc1ccc(CCNC(=S)Nc2cccc3ccccc23)cc1	-7
COc1ccc2c(c1)C(=O)N(Cc1ccccc1)C1CCCCC21 (stereo unspecified)	-1
Cc1cc(C)cc(NC(=O)C2CCCN(S(=O)(=O)c3cccc4nsnc34)C2)c1 (stereo unspecified)	-3
COC(=O)c1cccc(NC2NS(=O)(=O)C3CCCCC23)c1 (stereo unspecified)	1
O=[N+]([O-])c1ccc(Sc2n[nH]c(=S)s2)nc1	-4
COC1(OC)N=C(N)C2(C#N)C(c3ccc(Cl)cc3)C12C#N (stereo unspecified)	-3
CC1(C)Cc2c(cnn2-c2cccc(F)c2)C(NC(=O)CN2CCCCC2)C1 (stereo unspecified)	1
O=C1CC(N2CCC3(CC2)OCCO3)C(=O)N1c1ccc(Cl)cc1 (stereo unspecified)	0
COc1cccc(C(C2C(=O)N(c3ccccc3)N=C2C)C2C(=O)N(c3ccccc3)N=C2C)c1OC (stereo unspecified)	-7
Cc1cc(NNC(=O)OCc2ccccc2)c2ccccc2n1	-1
COc1ccccc1N1CCN(S(=O)(=O)c2c(C)sc3ncn(CC(=O)N(C)c4ccc(C(C)C)cc4)c(=O)c23)CC1	0
Cn1nc(CC(=O)Nc2cccc(OC(=O)c3ccc(C(C)(C)C)cc3)c2)c2ccccc2c1=O	16
FC(F)(Cl)Oc1ccc(Nc2ccnc3cc(Cl)ccc23)cc1	1
Brc1cc(Br)c(-c2cn[nH]c2)s1	5
Cn1c(=O)c2c(nc(SCC(=O)Nc3ccc(F)cc3)n2Cc2ccccc2F)n(C)c1=O	-10
Cc1ccc(CNCC(C)C)s1	-5
COc1ccc(-n2nc(C(=O)NCCc3cccc(C)c3)c3c4ccccc4n(C)c3c2=O)cc1Cl	6
COc1ccc(CCNC(=O)c2ccc3c(c2)N(Cc2cccc(Cl)c2)C(=O)c2ccccc2S3=O)cc1OC (stereo unspecified)	-2
CCCCOC(=O)c1ccc(NS(=O)(=O)c2ccc(F)cc2)cc1	7
C=CCOc1cccc(C(=O)NC2CCCc3nc(N(C)C)ncc32)c1 (stereo unspecified)	-3
CCC(C)NC(=O)c1sc2nc(C)c(C(=O)Nc3ccc(Cl)cc3)c(-c3ccc(Br)cc3)c2c1N (stereo unspecified)	-10
COc1cccc(C2C3C(=O)CC(c4ccc(F)cc4)CC3=Nc3ccccc3N2C(=O)c2cc(OC)c(OC)c(OC)c2)c1 (stereo unspecified)	-1
COc1ccc([N+](=O)[O-])cc1/C=N/n1c(-c2ccccc2)n[nH]c1=S	-6
COc1cccc(/C=N/NC(=O)CC(=O)NCCc2ccccc2)c1OC	3

Following part
SMILES	RBX1-CUL1 inh
COc1ccc(-c2nc(CN(C)Cc3nnc(C)o3)c(C)o2)cc1C	9
O=C(O)c1ccc(N2C(=O)CSC2=S)cc1	13
O=C(Nc1ccc(I)cc1C(=O)N1CCCC1)c1ccc(Cl)cc1Cl	-3
O=C(CN(c1cccc(Cl)c1)S(=O)(=O)c1ccccc1)Nc1ccccc1C(F)(F)F	-1
Cc1sc(NC(=O)c2ccccc2)c(CN2CC(C)OC(C)C2)c1C (stereo unspecified)	6
COc1cccc(NC(=O)CSc2nc3scc(-c4cccs4)c3c(=O)n2-c2ccccc2)c1	0
Cc1ccc(C2(O)CC(C(F)(F)F)=NN2C(=O)c2cccc(C)c2)cc1 (stereo unspecified)	-3
Clc1ccc(Oc2ncccn2)cc1Cl	2
C=CCNCc1ccccc1NS(=O)(=O)c1ccc(C)cc1	-4
CCN(C(=O)c1cccn(Cc2cccc(Cl)c2)c1=O)c1ccccc1	-6
COc1ccc(NC(=O)c2ccc(-c3cccc(Cl)c3C)o2)cc1	-1
O=C(O)Cc1cccc2c1sc1ccccc12	-7
CCn1nc(C)cc1-c1n[nH]c(=S)n1N	4
COc1ccc(NC(=O)CN2C(=O)CSc3ccc(S(=O)(=O)N4CCCC4)cc32)cc1OC	4
COc1ccc(N2CCN(C3CCCN(Cc4ncc[nH]4)C3)CC2)cc1 (stereo unspecified)	7
Cc1sc(C)c(CN2CCCCC2)c1CN1CCCCC1	16
COc1ccc(C2Sc3ccccc3N=C3c4cc(F)ccc4OCC32)cc1 (stereo unspecified)	4
Nc1sc(-c2ccccc2)nc1NC(=O)c1ccccc1	-3
CCCOc1ccc(C2C(C(=O)c3ccc(Cl)cc3)C(=O)C(=O)N2CCCn2ccnc2)cc1 (stereo unspecified)	2
COc1cc(C)c(Cl)cc1S(=O)(=O)NCC1CCCO1 (stereo unspecified)	7
COc1ccc(Cl)cc1NC(=O)CC1NCCNC1=O (stereo unspecified)	-4
Cc1ccc(S(=O)(=O)NCCC(C)C)cc1	1
CCCCCCSc1nc(N)c2c(C)c(C)sc2n1	8
CC(NC(=O)CSc1nnc(-c2ccccc2Cl)n1N)c1ccccc1 (stereo unspecified)	-10
CCOc1ccc(C2c3c(n[nH]c3C)OC(=N)C2C#N)cc1OCC (stereo unspecified)	5

Part of the list above in order of number of heavy atoms, lowest first:
SMILES	RBX1-CUL1 inh
Cc1ccc(S(=O)(=O)NCCC(C)C)cc1	1
Cc1sc(C)c(CN2CCCCC2)c1CN1CCCCC1	16
COc1ccc(NC(=O)CN2C(=O)CSc3ccc(S(=O)(=O)N4CCCC4)cc32)cc1OC	4
